Source: PubChem BioAssay (Southern Research Specialized Biocontainment Screening Center)
VEEV TC-83 Vero: inhibitors of VEEV TC-83 cytopathic effect, confirmation, Vero cells (AID 588727). Vero cells, VEEV TC-83 cytopathic effect inhibition; higher % means a stronger effect. hit rate 0.13% among 350,000. inhibition, % at 20 µM, or IC50 in µM where a hit was titrated; in the data active = a potency from the dose series; inconclusive = inhibition mostly from about 14% at the one dose, without a potency; inactive = the rest, 99 in 100 with inhibition below about 12%; also: strong numbers were not always called active
M. tuberculosis: growth inhibition of non-replicating M. tuberculosis (AID 488890); Mycobacterium tuberculosis non-replicating, growth inhibition; higher % means a stronger effect; one-dose inhibition, % at 25 µM; IC50 in µM for titrated hits; hit rate 0.39% among 320,000; in the data active = a potency from the dose series; inconclusive = inhibition mostly from about 82% at the one dose, without a potency; inactive = the rest, 99 in 100 with inhibition below about 76%;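 also: plate controls were DMSO cells for no effect and high antibiotic wells for full effect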
PhoP GFP inhibition: PhoP regulon inhibitors, Salmonella typhi PhoP promoter GFP reporter, confirmatory (AID 1850). Salmonella Typhi PhoP-promoter GFP reporter, fluorescence, 4 h; higher % means a stronger effect. inhibition, % at 50 µM, or IC50 in µM where a hit was titrated. hit rate 0.33% among 310,000; in the data active = a potency from the dose series; inconclusive = inhibition mostly from about 25% at the one dose, without a potency; inactive = the rest, 99 in 100 with inhibition below about 19%;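 also: 0% = induced wells with vehicle and 100% = uninduced wells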
H1N1 NS1A inhibition: H1N1 influenza NS1A inhibitors, functional cell based assay (AID 504329); NS1A functional cell-based assay, percent inhibition; higher % means a stronger effect; inhibition, % at 12.5 µM, or IC50 in µM where a hit was titrated; hit rate 0.3% among 340,000; in the data active = a potency from the dose series; inconclusive = inhibition above about 27% without an active follow-up result; also: strong numbers were not always called active
H37Rv inhibition: M. tuberculosis growth inhibition, HTS (AID 449762) | M. tuberculosis H37Rv growth inhibition, 7H9 media; higher % means a stronger effect | hit rate 0.59% among 330,000 | inhibition, % at 25 µM; hits with a dose series show IC50 in µM; in the data active = a potency from the dose series; inconclusive = inhibition above about 70% without an active follow-up result;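 also: bacterial growth assessed after seven days of incubation; strong numbers were not always called active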
VEEV TC-83 Vero 10K pilot screen: also measured in VEEV TC-83 Vero; calls as there; inhibition, %; measured here: 10K pilot screen inhibition
* marks the source's active call; other numbers are inactive results; i = inactive; ? = inconclusive; . = no result given.

SMILES | VEEV TC-83 Vero | M. tuberculosis | PhoP GFP inhibition | H1N1 NS1A inhibition | H37Rv inhibition | others
Cc1ccc(CN2CCNC(=O)C2CC(=O)N2CCN(c3ncccn3)CC2)o1 (centres undefined) | 2.2% | -3% | 0% | -1% | 9%
Cc1cc(S(=O)(=O)Nc2cccc(Cl)c2)c(C)s1 | 2.2% | 4% | -3% | . | 12%
CN(C)S(=O)(=O)c1cccc(NC(=O)COC(=O)/C=C/c2ccc([N+](=O)[O-])cc2)c1 | 0.3% | 27% | 2% | -4% | 1%
COc1ccc(C(CC(=O)Nc2ncccc2C)N2Cc3ccccc3C2=O)cc1 (centres undefined) | 0.8% | -12% | 3% | 1% | -8%
Nc1ncc(Br)cc1S(=O)(=O)NCCc1ccccc1 | 3.7% | -6% | -5% | -14% | -1%
CNC(=S)N1CCC(c2nc3ccccc3s2)CC1 | 1.6% | 8% | -19% | -1% | 6%
CN1CCN(c2nc3c(c(=O)n(C)c(=O)n3C)n2CCSc2nnnn2-c2ccccc2)CC1 | 0.2% | -24% | -6% | -1% | 9%
CC1(C)CC(=O)C(C(c2cc([N+](=O)[O-])ccc2Cl)C2C(=O)CC(C)(C)CC2=O)C(=O)C1 | i | ? | 8% | . | 6%
CC(C)(C)c1ccc(/C=N/Nc2cccc(C(=O)O)c2)cc1 | 2.8% | -3% | -1% | -9% | -8%
CCC(=O)Nc1cccc(C(=O)Nc2nccs2)c1 | 0.8% | -1% | 9% | -1% | 5%
O=C(COc1ccc(Br)cc1Br)NN1C(=O)c2ccccc2C1=O | i | -8% | 3% | . | 0%
O=[N+]([O-])C(=C1Nc2ccccc2N1)/C(Cl)=C(/Cl)Br | 1.1% | 75% | -4% | 7% | 14%
CCCN(CCC)CCCNC(=O)Cn1cnc2sc(C)c(S(=O)(=O)N3CCCCC3)c2c1=O | 0.1% | -7% | 5% | 8% | 1%
CN(C)c1ccc(C=c2c3ccccc3n3c2c2ccccc2[n+]3C)cc1 | 0.3% | . | . | 21% | .
COc1ccc(Br)cc1C(=O)Nc1cccc(C)c1C | i | -15% | -1% | 17% | 1%
COc1cc(C2c3cc4c(cc3OC(NCc3ccccc3)C2C)OCO4)cc(OC)c1OC (centres undefined) | 9.2% | . | . | 9% | .
CC(=O)Nc1ccc2c(c1)ncn2C1CCCCC1 | 0.4% | 5% | 5% | 10% | 5%
CC1CCN(S(=O)(=O)c2ccc3c(c2)N(CC(=O)NCCCN(Cc2ccccc2)C(C)C)C(=O)CO3)CC1 | i | 22% | -19% | 16% | 8%
CCOC(=O)C(=CNc1ccc(O)c(C(=O)OC)c1)C(=O)OCC | 0.9% | -2% | -59% | -5% | -5%
Cc1cc(C)cc(N(CC(=O)NCc2ccco2)S(=O)(=O)c2c(C)noc2C)c1 | 3.5% | 17% | -2% | 1% | -4%
CCN(CC)C(=O)N1CCC(NC(=O)c2ccccc2)CC1 | 2.4% | -2% | -3% | -1% | -8% | VEEV TC-83 Vero 10K pilot screen=1.6
CC12CC(c3ccccc3O1)C(/C(N)=N/NC(=O)c1ccc(F)cc1)C(=O)N2 (centres undefined) | 1.4% | -10% | -3% | -14% | -3%
NS(=O)(=O)c1ccc(CNC(=O)Cc2ccsc2)cc1 | 3.2% | -13% | -2% | -2% | -13%
COc1ccc2[nH]c3c(c2c1)CCN=C3C | 0.8% | 0% | -4% | 21% | -4%
Cn1cc(C2OC(=O)c3ccccc32)c2ccccc21 (centres undefined) | 0.8% | . | . | 1% | .

The results go on.
SMILES | VEEV TC-83 Vero | M. tuberculosis | PhoP GFP inhibition | H1N1 NS1A inhibition | H37Rv inhibition | others
COc1ccc(N2CCN(S(=O)(=O)/C=C/c3ccccc3)CC2)cc1 | 5.1% | 7% | -6% | 6% | -1%
Cc1ccc(NC(=O)c2ccc3c(=O)n4c(nc3c2)CCCCC4)cc1F | 9.8% | 46% | 8% | -7% | 4%
O=C(COC(=O)/C=C/c1ccccc1)NC1CCS(=O)(=O)C1 (centres undefined) | 0.1% | 1% | . | -6% | 0%
CCOc1ccc(OCCNC(=O)c2ccc3c(c2)nnn3CC)cc1 | 0.4% | 40% | . | -7% | 6%
CCC(C)NC(=O)CC(NS(=O)(=O)c1ccc(NC(C)=O)cc1)C(C)C (centres undefined) | 0.9% | 8% | -19% | -3% | 7%
COc1cccc2sc(N(CCN(C)C)C(=O)c3ccc(S(=O)(=O)N4CCCC4)cc3)nc12 | 0.9% | -14% | 1% | -7% | 2%
CCn1c(SCC(=O)c2cc(OC)ccc2OC)nnc1-c1ccncc1 | 0.5% | 0% | -15% | -5% | -3%
COc1cccc(C(=O)NCc2ccc3c(c2)cc(C)n3C)c1 | 2.5% | 76% | 2% | 17% | ?
Cc1c(C(=O)/C=C/N(C)C)nnn1-c1ccc(Cl)cc1C#N | i | 24% | -5% | -4% | -3%
COc1ccc(S(=O)(=O)N2CCC(C(=O)NC3CCCCC3)CC2)cc1C | i | -10% | 2% | -1% | 3%
Cc1ccccc1-c1nc(CN2CCC(C(=O)N3CCN(c4ccccn4)CC3)CC2)c(C)o1 | 2.1% | 61% | -4% | 15% | -3%
CC1(c2ccccc2)NC(=O)N(CC(=O)N2CC(=O)Nc3ccccc32)C1=O (centres undefined) | 0.4% | -11% | . | -19% | 6%
COc1ccccc1NC(=O)C1CC(=O)OC1c1ccccc1 (centres undefined) | 0.9% | -3% | 8% | -7% | -7%
CCCOc1ccc(S(=O)(=O)N2C(=O)CC(=O)N(Cc3ccc(OCC)cc3)C2=O)cc1 | . | 10% | 3% | . | 0%
Cc1scc(C(=O)N/N=C/c2ccsc2)c1C | 0.8% | 4% | -8% | 2% | -7%
COc1ccccc1NC(=O)NNC(=O)CN1C(=O)COc2ccccc21 | 3.5% | -8% | -1% | 5% | 5%
CCN(CCCNS(=O)(=O)c1cc(-c2cc(C)no2)ccc1C)Cc1ccccc1 | i | 24% | -5% | -2% | 12%
Cc1nc([N+](=O)[O-])c(C(=O)OCc2ccccc2Br)n1C | 2.2% | 11% | 6% | 0% | -1%
CC(C)Oc1ccc(/C=C(\C#N)C(=O)NC2CC2)cc1 | 1.0% | 76% | 0% | -19% | 9%
O=C(NNC(=O)c1cc(-c2ccc(Cl)cc2)nc2ccccc12)c1csc(N2CCOCC2)n1 | 8.7% | 79% | -4% | -11% | ?
CCN(CC)c1ncccc1C(=O)NCc1cccs1 | 0.5% | -5% | -17% | -4% | 1%
CCOC(=O)CC(NC(=O)CCc1c(C)nc2nc(C)nn2c1C)c1ccc(C)cc1 (centres undefined) | i | 5% | -2% | -2% | -5%
Fc1ccc(NC(=S)NCc2cccnc2)cc1 | 0.4% | 68% | -4% | 2% | 6%
COc1ccc(CCCC(=O)Nc2cc(C)ccc2OC)cc1 | 0.7% | -4% | 2% | 6% | -5%
CC(=O)Nc1cccc(NC(=O)c2ccc(C)c([N+](=O)[O-])c2)c1 | 1.3% | -1% | -3% | 0% | 0%

Next entries
SMILES | VEEV TC-83 Vero | M. tuberculosis | PhoP GFP inhibition | H1N1 NS1A inhibition | H37Rv inhibition | others
COc1cccc(-c2nnc(-c3ccccc3NC(=O)c3ccc(C(C)(C)C)cc3)o2)c1 | 0.4% | -7% | 1% | . | -8%
CCOc1ccccc1NC(=O)N1CCc2ccccc2C1 | 3.6% | 9% | -6% | -3% | 1%
CCC(=O)Nc1cccc(C2=NOC3(C2)C[C@H](C(N)=O)N(C(=O)c2ccc(Cl)cc2)C3)c1 (some centres undefined) | 0.1% | 9% | -8% | 10% | 4%
COc1ccc(NC(=O)CCC(=O)NCCO)cc1 | 0.9% | -1% | -5% | 5% | -1%
COc1ccc2[nH]c3c(c2c1)CCN1C(=O)C(CC(=O)NCCc2ccccn2)C[C@H](C(=O)N2CCOCC2)[C@@]31CCC1CCCC1 (some centres undefined) | i | . | . | 3% | .
Cc1ccc2c(c1)N(CC(=O)NC1CCC(C)CC1)C(=O)CO2 (centres undefined) | i | 16% | 5% | -1% | -4%
O=C(CSc1nc(-c2ccccc2)cc(C(F)(F)F)n1)N1CCOCC1 | 3.2% | -5% | -1% | -5% | -16%
CCC1CCCCN1CCn1c(=S)[nH]c2cc(OC)c(OC)cc2c1=O (centres undefined) | 3.1% | 0% | 5% | -2% | -7%
CCOc1ccc(NC(=O)c2ccc(CSc3nnc(C)s3)cc2)cc1 | 1.4% | ? | -9% | 7% | 53%
CC(=O)Nc1c(O)nc(SCC(=O)Nc2nnc(CC(C)C)s2)[nH]c1=O | 0.4% | -5% | 6% | 7% | -7%
O=C(Nc1nc(=S)ss1)c1ccc(Cl)cc1Cl | 0.8% | 9% | 20% | 16% | 3%
O=C(CCC1CCCC1)N=C1SC2CS(=O)(=O)CC2N1c1ccccc1F (centres undefined) | i | -1% | -14% | 1% | 11%
COc1ccc(NC(=O)c2ccc(NC(=O)c3ccncc3)cc2)cc1 | 0.1% | 4% | 1% | 13% | 14%
Cc1ncc(N=Nc2ccccc2)c(-c2ccccc2)n1 | 8.2% | -1% | 13% | 23% | 1%
O=[N+]([O-])c1cc(/C=N/N2CCOCC2)cs1 | i | 48% | 0% | -2% | 2%
Cc1ccc(NC(=O)c2cccc(OCc3c(C)noc3C)c2)cc1 | 3.6% | 22% | 5% | -16% | -6%
Cc1ccc(CC(=O)NCCS(=O)c2ccc(C)cc2)cc1 (centres undefined) | 1.4% | -3% | 1% | -4% | -6%
CCOC(=O)C1CCN(C(=O)C(=O)Nc2ccc3nc4n(c(=O)c3c2)CCCCC4)CC1 | 0.4% | -13% | -27% | 28% | -4% | VEEV TC-83 Vero 10K pilot screen=1.0
CC1=CC(c2ccccc2)=NS(=O)(=O)N1 | 0.0% | . | . | -2% | .
CN(C)C(=S)NC(=NCc1ccc([N+](=O)[O-])cc1)c1ccccc1 | i | 17% | -25% | 9% | 1%
CCCC(=O)N1CCC(Cc2ccccc2)CC1 | 0.7% | 3.5µM* | -6% | -20% | -2%
CN1C(C)(C)CC(NC(=O)c2ccco2)CC1(C)C | 3.5% | 0% | 4% | 0% | -4%
COc1ccc(Br)cc1C(=O)NCc1cccnc1 | 1.1% | 11% | -3% | 6% | -1%
COc1cccc(OC)c1C(=O)OCC(=O)Nc1ccc(OC(F)(F)F)cc1 | 3.5% | 49% | 2% | -7% | 55%
CC(=O)N1CCN(CC(=O)Nc2c(Cl)cc(Cl)cc2Cl)CC1 | 0.6% | -7% | -12% | 0% | -3%

Ordered by length of the SMILES (low to high): part of the list above.
SMILES | VEEV TC-83 Vero | M. tuberculosis | PhoP GFP inhibition | H1N1 NS1A inhibition | H37Rv inhibition | others
COc1ccc(NC(=O)CCC(=O)NCCO)cc1 | 0.9% | -1% | -5% | 5% | -1%
CCOc1ccccc1NC(=O)N1CCc2ccccc2C1 | 3.6% | 9% | -6% | -3% | 1%
Cc1ncc(N=Nc2ccccc2)c(-c2ccccc2)n1 | 8.2% | -1% | 13% | 23% | 1%
O=[N+]([O-])c1cc(/C=N/N2CCOCC2)cs1 | i | 48% | 0% | -2% | 2%
Cc1ccc(CC(=O)NCCS(=O)c2ccc(C)cc2)cc1 (centres undefined) | 1.4% | -3% | 1% | -4% | -6%
CC(=O)N1CCN(CC(=O)Nc2c(Cl)cc(Cl)cc2Cl)CC1 | 0.6% | -7% | -12% | 0% | -3%
COc1ccc(NC(=O)c2ccc(NC(=O)c3ccncc3)cc2)cc1 | 0.1% | 4% | 1% | 13% | 14%
CCC1CCCCN1CCn1c(=S)[nH]c2cc(OC)c(OC)cc2c1=O (centres undefined) | 3.1% | 0% | 5% | -2% | -7%
O=C(CSc1nc(-c2ccccc2)cc(C(F)(F)F)n1)N1CCOCC1 | 3.2% | -5% | -1% | -5% | -16%
O=C(CCC1CCCC1)N=C1SC2CS(=O)(=O)CC2N1c1ccccc1F (centres undefined) | i | -1% | -14% | 1% | 11%
COc1cccc(OC)c1C(=O)OCC(=O)Nc1ccc(OC(F)(F)F)cc1 | 3.5% | 49% | 2% | -7% | 55%
CN(C)C(=S)NC(=NCc1ccc([N+](=O)[O-])cc1)c1ccccc1 | i | 17% | -25% | 9% | 1%
COc1cccc(-c2nnc(-c3ccccc3NC(=O)c3ccc(C(C)(C)C)cc3)o2)c1 | 0.4% | -7% | 1% | . | -8%
CCC(=O)Nc1cccc(C2=NOC3(C2)C[C@H](C(N)=O)N(C(=O)c2ccc(Cl)cc2)C3)c1 (some centres undefined) | 0.1% | 9% | -8% | 10% | 4%
COc1ccc2[nH]c3c(c2c1)CCN1C(=O)C(CC(=O)NCCc2ccccn2)C[C@H](C(=O)N2CCOCC2)[C@@]31CCC1CCCC1 (some centres undefined) | i | . | . | 3% | .

Compounds as they come. Share with any hit: about 1.5%.
